TIM10 inh – growth inhibitors of TIM10 yeast strain | inhibition, % at 10 µM | AID 463195 | 1.4% of 330,000 active | S. cerevisiae TIM10 strain growth, BacTiter-Glo luminescence, 24 h;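 active = inhibition of 40% or more at the single tested concentration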;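 also: wild-type TIM10 isogenic control strain grown at permissive 25 °C; 0% = DMSO yeast wells and 100% = minimal medium wells without yeast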
tim10-1 inh – inhibits growth of tim10-1 mutant yeast; S. cerevisiae tim10-1 ts strain growth, BacTiter-Glo, 24 h; inhibition, % at 20 µM; 2.2% of 330,000 active;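 active = inhibition of at least 40%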;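 also: mutant grown at 25 °C; 0% = DMSO wells with yeast and 100% = wells holding no yeast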
NALP3 yeast inh – blocks the NALP3 inflammasome reconstituted in yeast. AID 2825. Yeast reconstituted NLRP3/ASC/caspase-1, beta-gal luminescence, 24 h. inhibition, % at 10 µM. 0.39% of 330,000 active;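 active = inhibition of 50% or more; inactive = inhibition below 50%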;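 also: plate controls were induced DMSO wells for no effect and uninduced yeast grown without galactose for full effect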
MPTP block – inhibitors of mitochondrial permeability transition pore. AID 602449. inhibition, % at 10 µM. 1.4% of 360,000 active. isolated mouse mitochondria, Ca2+ swelling absorbance, 30 min;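 active = inhibition of 50% or more, scaled per plate between neutral and stimulator controls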;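 also: 0% = DMSO wells given calcium and 100% = 1 mM EGTA wells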
tim23-1 inh – tim23-1 yeast growth inhibition | S. cerevisiae tim23-1 growth, BacTiter-Glo luminescence, 24 h | inhibition, % at 20 µM | 1.3% of 330,000 active;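 active = growth inhibition of the mutant yeast at or above 50%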;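 also: temperature-sensitive mutant grown at 25 °C; plate controls were DMSO-treated mutant yeast for no effect and medium wells lacking yeast for full effect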
APJ agonist – activates the human apelin receptor APJ. P35414. CHO-K1 APJ PathHunter beta-arrestin, luminescence; 0% DMSO wells, 100% apelin. activation, % at 20 µM. 0.11% of 330,000 active;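 active = activation more than six SD over the plate average, tested at 20 µM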;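 also: 0% = DMSO alone and 100% = apelin-13 at 10 nM; some results filed as inactive read as strong as hits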
Target sequence (P35414 whole entry, looked up): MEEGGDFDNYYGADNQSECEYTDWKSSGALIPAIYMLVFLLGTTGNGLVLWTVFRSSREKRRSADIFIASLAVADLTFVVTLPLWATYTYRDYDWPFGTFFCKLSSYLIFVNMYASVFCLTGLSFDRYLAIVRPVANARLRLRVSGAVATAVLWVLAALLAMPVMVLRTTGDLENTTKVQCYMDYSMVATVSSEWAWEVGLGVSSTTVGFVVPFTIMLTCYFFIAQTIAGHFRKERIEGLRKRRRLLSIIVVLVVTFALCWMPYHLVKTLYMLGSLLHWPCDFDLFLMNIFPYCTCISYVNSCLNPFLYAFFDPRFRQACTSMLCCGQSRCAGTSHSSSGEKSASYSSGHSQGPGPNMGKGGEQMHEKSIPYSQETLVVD
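Test system – PathHunter CHO-K1 APJ (AGTRL-1) beta-arrestin reporter cells · Input – 1000 cells/well · Compound – single test compound dose, 20 µM final, 1% DMSO · Times – compound stimulation 90 min at 25 °C, detection 60 min · Technique – beta-gal luminescence · Read-out basis – APJ–arrestin association signal · Control set – negative DMSO alone, positive Apelin-13 at 10 nM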
NR3A LBD binder – modulates the human NR3A ligand-binding domain; 2.5% of 340,000 active; NR3A LBD differential scanning fluorimetry, Tm shift; 0% = protein alone, 100% = glycine-bound protein; Tm shift relative to glycine control, % at 25 µM;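 active = melting temperature shift of at least 10% of the positive control shift, at one fixed dose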
APJ antagonist – APJ receptor antagonism | inhibition, % at 20 µM | 0.32% of 330,000 active | CHO-K1 APJ beta-arrestin complementation, luminescence;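 active = inhibition above about 40% at 20 µM, limit read from the data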;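 also: cells challenged with 10 nM apelin-13 agonist together with compound; plate controls were apelin-13 plus DMSO wells for no effect and DMSO wells lacking apelin-13 for full effect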
beta cell repl – MIN6 beta-cell proliferation induction; AID 2380; MIN6 cells proliferation, ATPlite luminescence, 48 h; cells starved in 0.2% serum; 100% = growth in 10% serum; 0.29% of 330,000 active; proliferation, % at 10 µM;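 active = compounds whose signal lies at least 3.5 SD above the mean of all wells on their plate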;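 also: 0% = DMSO-treated cells in low-serum medium and 100% = 10% serum control; some compounds called inactive have numbers as strong as hits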
Active calls of the source: *; . = not tested or not shown. This is a random part of the collection; any-hit rate near 7.2%.

SMILES	TIM10 inh	tim10-1 inh	NALP3 yeast inh	MPTP block	tim23-1 inh	APJ agonist	NR3A LBD binder	APJ antagonist	beta cell repl
C=CCn1c(SCC(=O)N2CCc3ccccc3C2)nc2sc(C)cc2c1=O	-97	-50	18	18	-28	-1	-1	6	-2
O=C(Cn1ncc2c3ccccc3n(Cc3ccccc3)c2c1=O)NCc1ccccn1	2	-24	8	-1.8	6	-4	2	1	0
C/C(=N\NC(=O)COc1ccc(C(C)(C)C)cc1)c1ccc(OC(F)F)cc1	20	21	18	19	31	0	0	5	0
O=C1CCCC2=C1C(c1ccccc1)CC(=O)N2c1ccccc1 (stereo not given)	16	19	5	-4.1	24	-3	1	3	1
CC(=O)CC(=O)Nc1ncc(C(F)(F)F)cc1Cl	10	1	12	-1.1	4	-1	-2	14	0
Cc1ccc(Cn2c(=O)n(Cc3ccco3)c(=O)c3ccccc32)cc1	19	33	8	2.9	20	-4	0	-22	-1
Cc1ccc(N2C(=O)C(Cc3ccccc3)NC2=S)cc1 (stereo not given)	4	44*	24	-0.4	27	-5	0	-5	1
O=C(Nc1cccc(F)c1)c1c(F)c(F)c(F)c(F)c1F	3	25	-56	65*	15	0	0	-1	-5
Cc1cc([N+](=O)[O-])nn1CCCC(=O)O	7	8	2	0.4	5	-2	-1	9	-1
COc1ccc(/C=N/N=C2/NC(=O)C(c3ccccc3)(c3ccccc3)S2)cc1	-9	-11	12	-0.2	-1	-5	0	12	-2
CC(C)Oc1cc2oc(=O)c3c(c2cc1Cl)CCC3	10	5	5	1.9	5	-1	2	1	1
CCN(CC(=O)NC1CCCC1)S(=O)(=O)c1ccc(C)cc1	5	8	12	-0.9	6	1	0	7	2
Cc1cc(/C=C(\C#N)C(=O)O)c(C)n1CC(C)C	-6	0	3	2.6	-1	-4	-1	12	-1
Cc1cc(C)c(-n2c(C)cc(/C=C3/NC(=O)NC3=O)c2C)c(C)c1	52*	38	8	.	23	-8	0	-9	2
COc1ccc(C(=O)Nc2ccc(S(=O)(=O)Nc3cc(C)nc(C)n3)cc2)c(OC)c1	-3	6	1	-6.7	16	0	5	10	0
Cc1ccc(NC(=O)CSc2ccccc2NC(=O)c2ccccc2)cc1Cl	-14	-14	9	92*	-7	1	1	-10	-5
O=C(CCN1CCc2ccccc2CC1)c1ccc2c(c1)OCCO2	24	79*	-8	0.1	14	-2	-1	11	-7
COC(=O)C1=C(NC(=O)c2ccc(C)cc2)CCS1	7	8	15	-0.6	29	-3	2	-5	0
N#Cc1ccc[n+](CC(=O)c2ccc(Cl)cc2)c1	-6	-11	22	0.6	15	-2	1	2	1
COc1ccc(-n2c(SCc3ccc([N+](=O)[O-])cc3)nnc2-c2ccccc2)cc1	37	28	18	-1.0	17	-2	-3	1	0
O=C(OCC(=O)N1CCCc2ccccc21)c1c(F)cccc1F	3	24	17	2.0	17	1	0	3	0
CCc1nc(N)c(C#N)c(-c2ccc(OC)c(OC)c2)c1C	16	29	-19	0.8	28	0	7	5	6
COC(=O)c1ccc(N2C(=O)Nc3ccccc3N2O)cc1	-1	9	4	0.4	6	-2	2	8	0
O=C(c1cccc([N+](=O)[O-])c1)N1CCCC(C(=O)N2CCCCC2)C1 (stereo not given)	2	18	8	-0.8	5	-3	1	-10	-3
Cc1ccc(C)c2[nH]c(=O)c(CN(Cc3ccc4c(c3)OCO4)Cc3nnnn3Cc3ccco3)cc12	16	17	2	-1.1	11	-3	0	-1	-1
COc1ccc(OCC(O)CNC(=O)Nc2cc(F)ccc2C)cc1 (stereo not given)	-9	13	15	2.1	1	4	-3	4	-2
Cc1csc2ncnc(NCCc3ccccn3)c12	1	5	12	87*	-3	-1	-1	3	-5
CCOC(=O)C1(CC2CCCCO2)CCN(C(=O)NCc2ccccc2)CC1 (stereo not given)	-10	21	1	-1.1	14	1	1	2	-2
O=C(CN1C(=O)CNC1=O)Nc1cccc(C(F)(F)F)c1	-3	9	10	-2.2	20	4	0	-14	-2
Cc1nc2nc(-c3cccnc3)nn2c(C)c1Cl	7	19	2	-2.0	4	3	-2	2	-4
O=C(NCCc1ccccc1)C1CC(=O)N(C2CCCCCC2)C1 (stereo not given)	-6	-13	1	0.8	0	-4	2	-20	-2
COc1ccccc1NC(=O)CNC(=O)CC12CC3CC(CC(C3)C1)C2	26	12	23	-2.6	41	-4	0	-8	2
O=C(CSc1nc2[nH]c(=O)cc(O)c2s1)Nc1cccc(Br)c1	11	3	10	-1.1	12	-3	4	-27	-4
C[C@H](CO)N1C[C@H](C)[C@@H](CN(C)S(C)(=O)=O)Oc2c(NC(=O)Nc3ccc(C(F)(F)F)cc3)cccc2C1=O	-6	24	6	0.9	10	0	-10	-1	-5
O=C1C=C(c2ccc(O)cc2)C[C@@H](c2ccc(Cl)cc2)C1	-12	0	11	3.8	53*	-3	3	-6	-3
O=C(CNc1ccc(Br)cc1)NC(=O)NC1CCCCC1	26	48*	4	-0.7	59*	-4	-7	-6	-4
CCn1c(SCC(=O)c2ccccc2)nc2sc3c(c2c1=O)CCN(C)C3	24	14	6	2.2	17	-2	0	3	-5
CCC(C)NC(=O)c1ccccc1NC(=O)Nc1ccccc1 (stereo not given)	0	3	7	1.6	6	-5	-1	6	0
O=C1CCC(C(=O)N2CCN(c3cnccn3)CC2)CN1CCc1cccc(F)c1 (stereo not given)	-2	12	3	-0.9	-9	6	0	-12	-1
O=C(N1CCOCC1)N1CCCC(c2nc(-c3cccs3)no2)C1 (stereo not given)	7	11	-11	1.4	13	-4	1	0	1

A second format for some results above.
Each structure is followed by: TIM10 inh | tim10-1 inh | NALP3 yeast inh | MPTP block | tim23-1 inh | APJ agonist | NR3A LBD binder | APJ antagonist | beta cell repl
> O=C(c1cccc([N+](=O)[O-])c1)N1CCCC(C(=O)N2CCCCC2)C1 (stereo not given)
  2 | 18 | 8 | -0.8 | 5 | -3 | 1 | -10 | -3
> Cc1ccc(C)c2[nH]c(=O)c(CN(Cc3ccc4c(c3)OCO4)Cc3nnnn3Cc3ccco3)cc12
  16 | 17 | 2 | -1.1 | 11 | -3 | 0 | -1 | -1
> COc1ccc(OCC(O)CNC(=O)Nc2cc(F)ccc2C)cc1 (stereo not given)
  -9 | 13 | 15 | 2.1 | 1 | 4 | -3 | 4 | -2
> Cc1csc2ncnc(NCCc3ccccn3)c12
  1 | 5 | 12 | 87* | -3 | -1 | -1 | 3 | -5
> CCOC(=O)C1(CC2CCCCO2)CCN(C(=O)NCc2ccccc2)CC1 (stereo not given)
  -10 | 21 | 1 | -1.1 | 14 | 1 | 1 | 2 | -2
> O=C(CN1C(=O)CNC1=O)Nc1cccc(C(F)(F)F)c1
  -3 | 9 | 10 | -2.2 | 20 | 4 | 0 | -14 | -2
> Cc1nc2nc(-c3cccnc3)nn2c(C)c1Cl
  7 | 19 | 2 | -2.0 | 4 | 3 | -2 | 2 | -4
> O=C(NCCc1ccccc1)C1CC(=O)N(C2CCCCCC2)C1 (stereo not given)
  -6 | -13 | 1 | 0.8 | 0 | -4 | 2 | -20 | -2
> COc1ccccc1NC(=O)CNC(=O)CC12CC3CC(CC(C3)C1)C2
  26 | 12 | 23 | -2.6 | 41 | -4 | 0 | -8 | 2
> O=C(CSc1nc2[nH]c(=O)cc(O)c2s1)Nc1cccc(Br)c1
  11 | 3 | 10 | -1.1 | 12 | -3 | 4 | -27 | -4
> C[C@H](CO)N1C[C@H](C)[C@@H](CN(C)S(C)(=O)=O)Oc2c(NC(=O)Nc3ccc(C(F)(F)F)cc3)cccc2C1=O
  -6 | 24 | 6 | 0.9 | 10 | 0 | -10 | -1 | -5
> O=C1C=C(c2ccc(O)cc2)C[C@@H](c2ccc(Cl)cc2)C1
  -12 | 0 | 11 | 3.8 | 53* | -3 | 3 | -6 | -3
> O=C(CNc1ccc(Br)cc1)NC(=O)NC1CCCCC1
  26 | 48* | 4 | -0.7 | 59* | -4 | -7 | -6 | -4
> CCn1c(SCC(=O)c2ccccc2)nc2sc3c(c2c1=O)CCN(C)C3
  24 | 14 | 6 | 2.2 | 17 | -2 | 0 | 3 | -5

Further records follow.
SMILES	TIM10 inh	tim10-1 inh	NALP3 yeast inh	MPTP block	tim23-1 inh	APJ agonist	NR3A LBD binder	APJ antagonist	beta cell repl
OCCn1c(CSc2nc3ccccc3n2CCO)nc2ccccc21	16	13	11	0.6	8	-3	-1	28	-1
CCSc1nnc(COc2ccccc2)n1CC	16	-1	3	0.0	13	-2	-1	7	-3
Cc1cc(C)cc(C(=O)NCC(=O)N2CCC3(CC2)NCCc2[nH]cnc23)c1	6	27	-1	-0.8	4	-5	-3	4	-1
COc1cc(C2C3C(C)N(C)C(=O)N(C)C3N(C)C(=O)N2C)ccc1O (stereo not given)	-18	11	13	-1.4	1	-3	0	-13	-1
CCOc1ccccc1NC(=S)Nc1ccccc1F	7	32	-7	-0.8	2	-6	0	15	-3
O=C(O)CNC(=O)C1CCCN1C(=O)CNC(=O)OCc1ccccc1 (stereo not given)	-1	29	10	-0.4	8	-4	0	-4	-1
Cc1cccc(Nc2ncccc2C(=O)NCc2cccs2)c1C	37	52*	6	8.9	41	-2	-1	12	-4
CCCCCOC(=O)Cn1c(N2CCCCCC2)nc2c1c(=O)[nH]c(=O)n2C	24	29	9	0.6	31	-2	-3	32	9.2*
CC1(C)C2CCC1(C)C1(C2)NC(=O)c2ccccc2O1 (stereo not given)	-2	-8	16	25	30	-4	-1	-8	2
CC(C)c1ccc(/C=C(\c2nc3ccccc3[nH]2)S(=O)(=O)c2ccccc2)cc1	46*	54*	16	5.4	45	-1	-3	9	-6
O=C(NC1=NCCS1)c1cccc(F)c1	11	8	-7	0.6	14	-1	0	11	-2
Cc1ccc2nc(SCC(=O)N(CC(C)C)c3c(N)n(Cc4ccccc4)c(=O)[nH]c3=O)[nH]c2c1	10	5	4	-0.3	11	-2	-2	-3	4
Cc1nnc(SCc2ccccc2)n1CC1CCCO1 (stereo not given)	-26	4	23	-0.9	-3	-3	0	8	-3
CCOC(=O)c1sc(NC(=O)CC)c(C#N)c1C	22	6	-8	0.1	-5	0	0	-16	-4
O=C(CN1CCCCC1)Nc1ccccc1	-11	1	-8	-1.9	-5	-3	2	12	-2
CC(C)(C)n1nc(-c2ccc(Cl)cc2)c2c(N)ncnc21	50*	23	88*	-2.2	63*	-1	2	6	-4
CC1CCCCN1C(=O)c1ccc(Br)o1 (stereo not given)	-7	-8	28	-1.9	8	0	-2	1	1
O=c1[nH]nc(C(F)(F)F)c2nnn(Cc3ccccc3Cl)c12	5	-8	17	-0.1	9	-4	-1	-11	-2
C=CCOC(=O)c1sc(NC(=O)c2ccc(OC)cc2)nc1C	13	7	0	3.1	10	-4	0	1	-1
CC1Cc2ccccc2N1S(=O)(=O)c1cccc(C(=O)N2CC(=O)Nc3ccccc32)c1 (stereo not given)	-6	-7	4	3.1	17	-1	1	-8	-3
O=C(Cc1n[nH]c(=O)c2ccccc12)Nc1cccc(S(=O)(=O)N2CCCC2)c1	-12	-8	1	1.0	14	-4	-2	12	1
Cc1c(C2(O)C(=O)Nc3ccc(F)cc32)c(=O)n(-c2ccccc2)n1C (stereo not given)	-4	1	-4	-1.4	0	3	1	10	-4
CCNC(=S)NNC(=O)c1ccc(OC(F)F)cc1	-9	14	15	-2.6	-12	-4	0	5	0
